# Compound activity from PubChem.
# CHO-K1 Ca PAM: nonselective activator or artifact in parental CHO-K1 calcium assay; activation, % at 3 µM; 360,000 tested, 0.02% active; ATP EC20, Fluo-8 calcium fluorescence; 0% at ATP EC20, 100% at ATP max;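 active = activation above the run cutoff, the mean activation of all test compounds plus 3 SD, cut at about 40% in these data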;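 note: peak over basal fluorescence ratio in a 140 s read after ATP addition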
# CRFR2-BP ag: CRF-BP/CRF-R2 complex agonism; activation, % at 13.2 µM; HEK293 CRF-R2/CRF-BP, calcium dye fluorescence (FLIPR); percent of saturating CRF peptide response; 350,000 tested, 0.46% active; AID 588473;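 active = activation of at least 50%, plus an integration ratio under a set limit after plate pattern correction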;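 note: plate controls were neutral control wells without compound for no effect and CRF at EC100 for full effect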
# M4 PAM: potentiates acetylcholine response at human M4 receptor; activation, % at 3 µM; 360,000 tested, 0.4% active; P08173; CHO-K1 hM4/Gqi5, Fluo-8 calcium fluorescence, ACh EC20; 0% = ACh EC20, 100% = maximal ACh;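 active = activation above its plate's cutoff, the mean activation of sample wells plus 3 SD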; note: some results filed as inactive read as strong as hits
# Target sequence (P08173 whole entry, looked up): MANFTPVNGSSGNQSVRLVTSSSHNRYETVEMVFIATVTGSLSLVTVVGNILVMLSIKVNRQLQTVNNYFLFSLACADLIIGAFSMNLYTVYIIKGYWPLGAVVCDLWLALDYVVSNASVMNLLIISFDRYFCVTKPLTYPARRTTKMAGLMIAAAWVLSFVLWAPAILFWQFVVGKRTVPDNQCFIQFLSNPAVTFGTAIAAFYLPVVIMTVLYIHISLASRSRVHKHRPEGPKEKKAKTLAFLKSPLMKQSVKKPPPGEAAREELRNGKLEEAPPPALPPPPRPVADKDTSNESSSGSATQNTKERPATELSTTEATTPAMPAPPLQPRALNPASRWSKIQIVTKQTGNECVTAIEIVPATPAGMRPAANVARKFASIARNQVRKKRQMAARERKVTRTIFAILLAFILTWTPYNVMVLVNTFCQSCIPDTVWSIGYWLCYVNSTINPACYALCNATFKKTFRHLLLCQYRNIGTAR
# M5 ag: CHRM5 agonism in calcium assay | P08912 | CHO-K1 hM5 cells, Fluo-8 calcium fluorescence; 0% DMSO wells, 100% maximal acetylcholine response | activation, % at 3 µM | 360,000 tested, 0.19% active | AID 624037;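 active = activation above the run's mean over test compounds plus 3 SD, cut at about 23% in these data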;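 note: signal is peak over basal fluorescence ratio across the kinetic read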
# CHRM5 antagonist: blocks acetylcholine activation of human M5 receptor. P08912. CHO-hM5 cells, Fluo-8 calcium fluorescence, ACh EC80. inhibition, % at 3 µM. 360,000 tested, 0.59% active;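 active = inhibition above a per-plate cutoff, the mean of that plate's test compounds plus 3 SD, cut at about 27% in these data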;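 note: 0% = acetylcholine EC80 with DMSO and 100% = DMSO without agonist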
# CRFBP-R2 block: antagonists of CRF-binding protein/CRF-R2 receptor complex; HEK293 CRF-R2/CRF-BP, CRF-induced calcium fluorescence; inhibition, % at 11.8 µM; 350,000 tested, 0.59% active;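 active = inhibition of the ligand-induced calcium signal above about 50% at the single tested concentration, limit read from the data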
# TAAR1 antag: antagonists of human TAAR1; Q96RJ0; CHO RD-HGA16 TAAR1, Fluo-8 calcium fluorescence, antagonist; inhibition, % at 3 µM; 360,000 tested, 1.5% active; AID 624466;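 active = inhibition above a per-plate cutoff, the mean inhibition of test compounds on that plate plus 3 SD, cut at about 49% in these data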;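 note: 0% = DMSO plus EC80 beta-PEA response and 100% = DMSO alone without agonist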
# Target sequence (Q96RJ0 whole entry, looked up): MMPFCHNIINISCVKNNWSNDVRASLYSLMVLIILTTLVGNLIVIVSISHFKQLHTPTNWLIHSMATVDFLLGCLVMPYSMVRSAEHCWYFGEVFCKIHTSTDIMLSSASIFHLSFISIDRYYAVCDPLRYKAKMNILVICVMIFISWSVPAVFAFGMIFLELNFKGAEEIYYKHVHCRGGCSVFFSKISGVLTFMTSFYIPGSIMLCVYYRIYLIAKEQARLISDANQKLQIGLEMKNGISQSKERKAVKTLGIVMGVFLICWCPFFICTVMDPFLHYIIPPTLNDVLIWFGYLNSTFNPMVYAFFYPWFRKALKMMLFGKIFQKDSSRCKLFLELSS
#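 test system = CHO RD-HGA16 cells bearing hTAAR1 | replication = singlicate | controls = DMSO-only wells and EC80 β-PEA-stimulated wells | reagent = EC80 β-phenethylamine stimulus | read-out basis = percent inhibition of PEA-evoked calcium signal, max/basal emission ratio | schedule = seeding 17-24 h prior, 75-min 37 °C, 30-min RT dye loading | signal = kinetic Fluo-8 calcium fluorescence measurement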
# TAAR1 agonist: agonists of human TAAR1; CHO RD-HGA16 TAAR1, Fluo-8 calcium fluorescence; vehicle wells 0%, saturating PEA agonist 100%; activation, % at 3 µM; 360,000 tested, 0.99% active; AID 624467;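 active = activation above the mean activation of all test compounds in the run plus 3 SD, cut at about 38% in these data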
#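 Assay system – CHO-derived RD-HGA16 cells with stable Gα16 and human TAAR1 · Compound dosing – one-point dosing at 3 µM (nominal) · Incubation – 17-24 h seeding, 75 min 37 °C dye, 30 min RT · Measured by – kinetic Fluo-8 calcium fluorescence · Control set – DMSO vehicle as 0%, PEA at EC100 as 100% · Repeats – single well for each compound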
# CHRM5 PAM: positive allosteric modulators of human muscarinic M5 receptor. CHO-K1 hM5, Fluo-8 calcium, ACh EC20 PAM; 0% = ACh EC20, 100% = ACh EC100. activation, % at 3 µM. 360,000 tested, 0.3% active. AID 624038. P08912;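 active = activation above the run cutoff, the mean activation of all test compounds plus 3 SD, cut at about 18% in these data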
#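 system = human M5 receptor in CHO-K1 cells | reagent = EC20 acetylcholine as agonist stimulus | compound dosing = single-point, 3 µM nominal | incubation = Fluo-8 loading 80 min at 37 °C plus 30 min room temperature | detection = Fluo-8 calcium dye fluorescence, kinetic read | benchmarks = low control EC20 acetylcholine (0%), high control EC100 acetylcholine (100%)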
# An asterisk follows results filed as active; / = no result given. Not all compounds are listed; rates above refer to the full screens.
SMILES,CHO-K1 Ca PAM,CRFR2-BP ag,M4 PAM,M5 ag,CHRM5 antagonist,CRFBP-R2 block,TAAR1 antag,TAAR1 agonist,CHRM5 PAM
COc1cccc(-c2nc(CS(=O)CC(=O)N3CCC4(CC3)OCCO4)c(C)o2)c1 (configuration not stated),4,-0.6,-6,-1,1,7,11,7,-1
CCCC[N+]12CCC(CC1)C(C(O)(c1ccccc1)c1ccccc1)C2 (configuration not stated),-18,0.0,-34,-22,8,-2,-10,1,-23
c1cc2c(cc1CCNC1C3CC4CC(C3)CC1C4)OCO2 (configuration not stated),11,-1.8,-9,-6,3,-14,19,12,-11
N#Cc1cc(F)c(N2CCNCC2)cc1Cl,8,0.7,0,-5,-3,-15,9,15,-8
Cc1nc2c(-c3ccc(F)cc3)c(C)nn2c(C)c1CCC(=O)N1CCC2(CC1)OCCO2,-3,-0.8,12,0,4,15,13,5,-8
O=c1c2ccccc2nc(-c2ccccc2Cl)n1-c1cccc(O)c1,15,-0.8,-3,-2,5,4,-7,5,-4
COc1cc2c(cc1O)C[C@H]1c3c(cc(O)c(OC)c3-2)CCN1C,-6,5.9,-2,0,-8,-78,-10,1,4
CC(O)(CS(=O)(=O)c1cccc(C(F)(F)F)c1)C(=O)Nc1cccc(C(F)(F)F)c1 (configuration not stated),7,5.4,4,1,9,-85,-23,16,-1
COC(=O)C1=C(c2ccc(Cl)c(C(F)(F)F)c2)C[C@@H]2CC[C@H]1N2C(=O)NCCO,17,-2.3,-5,-3,5,10,-9,8,-2
Cc1ccc(-n2c(O)c(C=NC3CCCC3)c(=O)[nH]c2=O)c(C)c1,18,3.8,1,0,2,3,-9,10,3
CCOC(=O)C1=C(C)OC(N)=C(C#N)C12C(=O)N(C)c1ccccc12 (configuration not stated),6,-1.2,-5,1,-3,-5,19,-2,2
COC(=O)C1=C(c2ccc3ccccc3c2)C[C@@H]2CC[C@H]1N2C,8,1.4,2,-12,6,-3,-1,18,-5
O=C(Cc1ccccc1)N1CCN(CCCc2ccccc2)CC1,-16,-1.6,-5,-18,12,13,-23,9,3
C/C=C(\C)C(=O)N[C@@H](c1ccccc1)[C@@H](O)C(=O)O[C@H]1C[C@@]2(O)[C@@H](OC(=O)c3ccccc3)C3[C@](C)(C(=O)[C@H](OC(C)=O)C(=C1C)C2(C)C)[C@H](O)C[C@H]1OC[C@@]31OC(C)=O (some centres not stated),13,1.1,9,0,-6,-13,-4,0,1
Cc1ccc(NC(=O)CCNC(=O)N2C[C@H]3C[C@@H](C2)c2cccc(=O)n2C3)c(C)c1,7,0.0,6,0,0,-4,-16,1,5
CCc1ccccc1N1C(=O)/C(=C/c2ccc(N3CCN(C)CC3)o2)C(=O)NC1=S,-9,55*,5,0,0,-31,2,15,-2
Cc1cccc(N=Cc2c(O)n(C)c(=O)n(C)c2=O)c1,0,-0.8,0,0,6,-8,6,0,3
C=CCn1c(O)c(C(CC)=NCC2CCCO2)c(=O)[nH]c1=O (configuration not stated),5,0.8,0,-1,4,2,-12,2,0
CC(=O)Nc1ccccc1C(=O)OCC(=O)Nc1ncccn1,25,4.2,5,-2,-1,-14,4,0,5
COc1ccc(N=C2SCCCN2C)cc1,8,2.2,8,-9,-2,-19,-14,1,2

# Some of the entries so far, with bars between the fields:
SMILES | CHO-K1 Ca PAM | CRFR2-BP ag | M4 PAM | M5 ag | CHRM5 antagonist | CRFBP-R2 block | TAAR1 antag | TAAR1 agonist | CHRM5 PAM
N#Cc1cc(F)c(N2CCNCC2)cc1Cl | 8 | 0.7 | 0 | -5 | -3 | -15 | 9 | 15 | -8
Cc1nc2c(-c3ccc(F)cc3)c(C)nn2c(C)c1CCC(=O)N1CCC2(CC1)OCCO2 | -3 | -0.8 | 12 | 0 | 4 | 15 | 13 | 5 | -8
O=c1c2ccccc2nc(-c2ccccc2Cl)n1-c1cccc(O)c1 | 15 | -0.8 | -3 | -2 | 5 | 4 | -7 | 5 | -4
COc1cc2c(cc1O)C[C@H]1c3c(cc(O)c(OC)c3-2)CCN1C | -6 | 5.9 | -2 | 0 | -8 | -78 | -10 | 1 | 4
CC(O)(CS(=O)(=O)c1cccc(C(F)(F)F)c1)C(=O)Nc1cccc(C(F)(F)F)c1 (configuration not stated) | 7 | 5.4 | 4 | 1 | 9 | -85 | -23 | 16 | -1
COC(=O)C1=C(c2ccc(Cl)c(C(F)(F)F)c2)C[C@@H]2CC[C@H]1N2C(=O)NCCO | 17 | -2.3 | -5 | -3 | 5 | 10 | -9 | 8 | -2
Cc1ccc(-n2c(O)c(C=NC3CCCC3)c(=O)[nH]c2=O)c(C)c1 | 18 | 3.8 | 1 | 0 | 2 | 3 | -9 | 10 | 3
CCOC(=O)C1=C(C)OC(N)=C(C#N)C12C(=O)N(C)c1ccccc12 (configuration not stated) | 6 | -1.2 | -5 | 1 | -3 | -5 | 19 | -2 | 2
COC(=O)C1=C(c2ccc3ccccc3c2)C[C@@H]2CC[C@H]1N2C | 8 | 1.4 | 2 | -12 | 6 | -3 | -1 | 18 | -5
O=C(Cc1ccccc1)N1CCN(CCCc2ccccc2)CC1 | -16 | -1.6 | -5 | -18 | 12 | 13 | -23 | 9 | 3
C/C=C(\C)C(=O)N[C@@H](c1ccccc1)[C@@H](O)C(=O)O[C@H]1C[C@@]2(O)[C@@H](OC(=O)c3ccccc3)C3[C@](C)(C(=O)[C@H](OC(C)=O)C(=C1C)C2(C)C)[C@H](O)C[C@H]1OC[C@@]31OC(C)=O (some centres not stated) | 13 | 1.1 | 9 | 0 | -6 | -13 | -4 | 0 | 1
Cc1ccc(NC(=O)CCNC(=O)N2C[C@H]3C[C@@H](C2)c2cccc(=O)n2C3)c(C)c1 | 7 | 0.0 | 6 | 0 | 0 | -4 | -16 | 1 | 5
CCc1ccccc1N1C(=O)/C(=C/c2ccc(N3CCN(C)CC3)o2)C(=O)NC1=S | -9 | 55* | 5 | 0 | 0 | -31 | 2 | 15 | -2
Cc1cccc(N=Cc2c(O)n(C)c(=O)n(C)c2=O)c1 | 0 | -0.8 | 0 | 0 | 6 | -8 | 6 | 0 | 3

# Continued.
SMILES,CHO-K1 Ca PAM,CRFR2-BP ag,M4 PAM,M5 ag,CHRM5 antagonist,CRFBP-R2 block,TAAR1 antag,TAAR1 agonist,CHRM5 PAM
O=P(/C=C1\OCc2ccccc21)(Oc1ccccc1)Oc1ccccc1,/,/,-3,0,1,/,-26,6,0
Cc1ccsc1C(=O)C1CCCN(Cc2ccccc2O)C1 (configuration not stated),20,-0.5,-1,-8,2,2,4,3,6
CC(N)C(=O)NC1C2C(=C(O)CC(O)C2O)C(=O)OC1(C)C(Cl)Cl (configuration not stated),3,3.8,9,4,2,11,8,2,-3
COC1=CC(=O)[C@]2(C=C1OC)OC[C@@H]1Oc3c(ccc4c3C=CC(C)(C)O4)C(=O)[C@@H]12,/,8.7,/,/,/,-10,22,10,/
Cc1ncc(C(=O)O)n1C(C)c1ccccc1 (configuration not stated),-11,-3.2,3,0,-1,1,-24,8,-1
CCN(CC)c1ccc(/C=C2/C(=O)NC(=O)N(CC3CCCO3)C2=O)cc1 (configuration not stated),9,8.8,-6,-2,5,-48,13,42*,-3
CC1(C)C(C(=O)N2CCN(c3ccc(Cl)cc3)CC2)C1(C)C,13,-4.0,-4,-2,11,-24,-7,-2,-2
C/C(=N\NC(N)=O)c1c(O)n(C)c(=O)n(C)c1=O,-5,0.4,-2,0,9,-4,-2,3,-5
CCCCc1ncc(CN2CCCC(C(=O)c3ccc(SC)cc3)C2)[nH]1 (configuration not stated),-8,1.8,-4,-7,19,9,10,9,-9
O=C(C(=O)N1CCOCC1)c1cn(Cc2ccccc2)c2ccccc12,8,-1.3,4,-1,7,-13,-9,3,4
Cn1c(=O)c2c(nc(N/N=C/c3c(O)n(C4CCCCC4)c(=S)[nH]c3=O)n2C)n(C)c1=O,-6,1.3,-3,1,8,-4,-13,2,8
Cc1cccc(NP(C)(=O)c2nc3c(s2)CCCC3)c1 (configuration not stated),21,-0.7,4,-4,2,6,-18,3,3
COC(=O)C1=C(c2cccc(C#N)c2)C[C@@H]2CC[C@H]1N2C(=O)N1CCC(O)CC1,23,-0.2,5,-2,11,-2,0,13,3
CN1C2CCC1CC(OC(=O)CCN1CCCC1)C2 (configuration not stated),-6,2.2,7,0,-5,8,0,7,9
O=S(=O)(c1ccc(O)cc1)c1ccc(O)cc1,-2,2.5,2,-4,6,4,-4,7,-4
O=C(Nc1cccc(OC(=O)N2CCOCC2)c1)N1CCOCC1,-14,-1.7,-3,-6,-6,24,5,10,4
CCC(C)c1ccc(N2C(=O)NC(=O)/C(=C/c3cccn3CCOc3ccc(C)cc3)C2=O)cc1 (configuration not stated),-13,60*,2,0,2,-91,17,4,3
CCN(CC)P(=S)(c1c(C)nc2ccccn12)c1c(C)nc2ccccn12,-3,2.1,1,3,-14,-30,4,6,8
Cc1ccc(Cl)cc1N1CCN(CCN)CC1,-3,6.9,18,-3,16,29,-17,11,1
c1csc(CN2CCNCC2)c1,-2,0.4,10,-5,-1,-2,-7,1,10
Cc1c(C)c2ccc(OCC(=O)N3CCC(C(=O)O)(c4ccccc4)CC3)cc2oc1=O,6,0.6,12,2,4,-2,17,0,-2
CCCCCn1c(NC(=O)c2ccco2)c(C(=O)OCC)c2nc3ccccc3nc21,-1,0.7,1,0,0,-49,/,/,7
Cc1ccccc1O,12,-1.2,10,2,4,16,1,1,2
C[n+]1c(-c2ccccc2)c2cc(N)ccc2c2ccc(N)cc21,7,24,-10,3,14,-26,2,2,-14
C=Cn1ccnc1P(=S)(c1ccc(N(C)C)cc1)c1nccn1C=C,24,-0.4,14,-4,8,-10,-22,9,-1
C[N+]1(C)CCN(c2ccccc2)CC1,0,-1.1,-13,2,4,-1,-14,1,-13
COc1ccccc1N(CC(=O)NC1CCCCC1)C(=O)c1cnn(C(C)C)c1,0,-1.2,0,2,9,-10,-14,4,-5
COc1ccccc1NC(=O)c1cn(CCC#N)nc1-c1ccc(F)cc1,8,-2.0,4,2,5,9,2,4,-2
O=C(Cc1ccccc1)OCCNC(=O)c1cccnc1,18,-0.8,4,-1,-2,25,2,0,3
COc1cc(OC)c2c(c1)OCC1CON(C)C21 (configuration not stated),21,-3.5,-5,4,2,-7,-12,2,1
O=C1NCN(c2ccccc2)C12CCN(C(CCc1ccccc1)c1nnnn1Cc1ccccc1)CC2 (configuration not stated),5,/,-4,2,3,/,19,0,6
COc1ccc(S(=O)(=O)N2Cc3cnnn3-c3ccccc3C2C#N)cc1 (configuration not stated),10,-0.9,1,1,3,-12,-12,3,-3
